Cycloheximide cs: counter-screen hit for Shiga toxin inhibitors, cycloheximide; cell reporter, cycloheximide protein synthesis inhibition counterscreen; 12% of 300,000 active; max response, %; in the data active means max response mostly above about 13%, no sharp cut-off; inactive means mostly below about 14%; further: read at 38.3 µM for the half of the compounds with a filed dose; 0% is about no effect
Pf growth 96h: P. falciparum growth inhibition at 96 hours | 6.9% of 320,000 active | AID 504834 | P. falciparum luciferase reporter growth, 96 h | Potency, µM (doses to about 28.7 µM), without a hit: top-dose activity change, negative = inhibition, most hits filed as inhibitors; further: potency means the concentration at half of the fitted maximal effect; on the % scale 0 is the no-effect control and ±100 the full control effect
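P. falciparum expressing integrated firefly luciferase grown in erythrocytes (2% hematocrit, 0.05% parasitemia final) with compounds for 96 hours at 37 C, 5% CO2. Growth inhibition read as loss of luminescence after adding luciferase detection reagent.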
TbPYK inhibitor: inhibitors of Trypanosoma brucei pyruvate kinase. Q57TT1. TbPYK enzyme, Kinase-Glo Plus ATP luminescence, 45 min. Potency, µM (titrated, usually from 76.8 µM), without a hit: top-dose activity, negative = inhibition, actives largely listed as inhibitors. 0.12% of 410,000 active; further: potency means the concentration at half of the fitted maximal effect; on the % scale 0 is the no-effect control and ±100 the full control effect; nearly all actives have a fitted effect of over 50% in size
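Glycolytic pyruvate kinase of T. brucei was incubated with substrate, test compound and 130 uM ADP for 45 minutes at room temperature. Luminescent Kinase-Glo Plus signal was measured after 10 minutes.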
HCV inh: inhibitors of hepatitis C virus infection; Huh7.5.1 HCVcc-Cre infection, luciferase reporter, 44 h; 3.4% of 340,000 active; Potency, µM (top dose mostly 41.8 µM), for the others: top-dose activity change, negative = inhibition, most hits filed as inhibitors; further: potency means the concentration at half of the fitted maximal effect; on the % scale 0 is the no-effect control and ±100 the full control effect
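Cells (1,000/well) were plated 4 h before compound, then infected with HCVcc-Cre virus (~0.5 moi). After 44 h further culture, infection was read as luciferase luminescence following a 15 min substrate incubation at room temperature.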
Shiga toxin inh: Shiga toxin inhibition | AID 2315 | Vero cells, Shiga toxin protein synthesis inhibition reporter | inhibition, % at 38.7 µM | 9.2% of 290,000 active; in the data active means inhibition mostly above about 28%, no sharp cut-off; inactive means mostly below about 43%; further: 0% is about no effect
Pf growth 48h: P. falciparum growth inhibition at 48 hours (one generation). P. falciparum luciferase growth in erythrocytes, 48 h. Potency, µM (highest dose often 28.7 µM), without a hit: at the top dose activity change, negative = inhibition, most hits filed as inhibitors. 5.9% of 310,000 active. AID 504832; further: potency means the concentration at half of the fitted maximal effect; on the % scale 0 is the no-effect control and ±100 the full control effect
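Cell-based growth assay: transgenic P. falciparum expressing firefly luciferase, cultured in red cells within RPMI 1640 containing 0.5% w/v Albumax, 24 mM bicarbonate and gentamycin. A drop in luciferase activity indicates inhibition.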
LmPK inhibitor: inhibitors of Leishmania mexicana pyruvate kinase; Q27686; purified LmPK, Kinase-Glo ATP luminescence, 1 h; Potency, µM (titrated, usually from 57.5 µM), inactives show at the highest dose activity change, negative = inhibition, actives largely listed as inhibitors; 0.37% of 290,000 active; AID 1721; further: potency means the concentration at half of the fitted maximal effect; on the % scale 0 is the no-effect control and ±100 the full control effect
Target sequence (Q27686 whole entry, looked up): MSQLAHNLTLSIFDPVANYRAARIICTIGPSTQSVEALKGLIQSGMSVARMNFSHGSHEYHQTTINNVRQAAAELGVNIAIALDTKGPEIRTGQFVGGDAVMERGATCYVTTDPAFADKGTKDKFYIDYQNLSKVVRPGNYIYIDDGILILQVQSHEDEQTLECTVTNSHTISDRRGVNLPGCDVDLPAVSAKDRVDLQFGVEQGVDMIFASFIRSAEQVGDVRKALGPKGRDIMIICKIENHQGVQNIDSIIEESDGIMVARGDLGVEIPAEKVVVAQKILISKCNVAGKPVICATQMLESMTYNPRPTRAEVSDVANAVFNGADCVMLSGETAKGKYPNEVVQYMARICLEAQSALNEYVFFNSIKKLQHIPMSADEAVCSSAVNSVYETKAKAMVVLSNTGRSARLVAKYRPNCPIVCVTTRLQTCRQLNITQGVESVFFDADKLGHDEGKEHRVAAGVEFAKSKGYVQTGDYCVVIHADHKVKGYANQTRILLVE
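In 50 mM imidazole pH 7.2 with 7 mM MgCl2, LmPK (0.1 nM) turned over PEP (0.5 mM) and ADP (0.1 mM) for 1 h at room temperature. Luciferase read-out of ATP.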
Numbers without * were called inactive; ? = inconclusive; / = no result given; & = joins results of further samples; [ ] = remark or other dose. Unless noted, the call rests on the fitted dose curve; in most records, active means well fitted curve in the direction sought with a large enough effect; inconclusive means small, poorly fitted or top-dose-only effect, or another doubt; inactive means no such curve, though single readings can be large; an effect the other way counts as inactive or inconclusive.

Sequence of screens: TbPYK inhibitor	LmPK inhibitor	Pf growth 96h	HCV inh	Pf growth 48h	Cycloheximide cs	Shiga toxin inh
> O=C1Nc2ccccc2N(O)N1c1ccc(Cl)c(Cl)c1
 : 3%	14%	0%	-10%	46%[activator]	-7	-11
> O=C(O)COCC(=O)NCc1csc2ccc(Cl)cc12
 : -3%	4%	5%	5%	32%[activator]	4	-15
> O=C(O)COc1cccc2ccccc12
 : 0%	15%	4%	-4%	/	-3	-10
> Cc1cc(C(=O)COC(=O)c2ccc(O)cc2)c(C)n1CC1CCCO1 (stereo unspecified)
 : -16%	-2%	288%[activator]	?	287%[activator]	59*	107*
> O=C(COc1ccccc1[N+](=O)[O-])Nc1ccc(NC(=O)c2cc3ccccc3o2)cc1
 : -2%	4%	9%	11µM*	?	8	16
> O=C1Cc2ccccc2C(=O)N1c1cccc(Cl)c1
 : 0%	0%	1%	14%	-6%	3	3
> Cc1ccc(Cn2ccc(NC(=O)c3nc4ncccn4n3)n2)cc1
 : -2%	-1%	?	9%	-17%	4	14
> COc1cc(CNc2ccc3[nH]c(=O)[nH]c3c2)ccc1OCc1c(F)cccc1Cl
 : -1%	4%	29%	?	12%	2	7
> Cc1ccc(C(=O)N/C(=C\c2cn(C)c3ccccc23)C(=O)NCCCn2ccnc2)cc1
 : -5%	0%	?	1%	?	-1	1
> Cc1ccc(/C=N/NC(=O)CN2C(=O)CSc3ccccc32)o1
 : -23%	2%	-2%	0%	3%	2	36
> CN(CC(=O)Nc1ccccc1Cl)C(=O)C1CCN(S(=O)(=O)c2ccc3c(c2)OCCO3)CC1
 : 0%	/	5%	-18%	?	/	/
> CCCCCl
 : 8%	/	18%	/	0%	/	/
> Cn1c(=O)c(=O)n(C)c2cc(S(=O)(=O)CCC(=O)Nc3ccc(F)cc3)ccc21
 : 1%&0%	-1%	?	11%	3%	-3	7
> COc1cc(C(=O)Nc2cccc(S(=O)(=O)NCc3ccco3)c2)cc(OC)c1OC
 : 2%	/	-71%	?	?	/	/
> c1ccc(-c2nnc(CSc3nnc(-c4cccs4)o3)o2)cc1
 : -5%	6%	17%	17%	5%	2	-1
> O=C(NCc1cccnc1)c1ccc(CS(=O)(=O)Cc2ccc(Cl)cc2)o1
 : 4%	4%	/	-21%	-26%	-1	-4
> CCC(CO)NC1=C([N+](=O)[O-])C(=O)CC(C)(C)C1 (stereo unspecified)
 : -6%	-3%	-14%	11%	3%	-5	-11
> Cc1cc(N2CCOCC2)nc2ccc(NC(=O)CCC(=O)N3CCC4(CC3)OCCO4)cc12
 : -2%	4%	?	1%	?	13	21
> COc1ccc(C(=O)OC(C)C(=O)NC(C)CCc2ccccc2)c(OC)c1 (stereo unspecified)
 : 6%	5%	-12%	-16%	-17%	-2	-5
> O=C(c1ccc2ccccc2c1)N1CCCCC1
 : -7%	0%	25%	-4%	6%	-4	-7
> CSc1ccc(S(=O)(=O)Nc2ccc(N3CCOCC3)c(Cl)c2)cc1
 : -1%	-7%	2%[5.75 µM]	?	3%	-2	-4
> Cc1cccnc1NC(=O)COc1ccc2oc3c(c2c1)CCCC3
 : -9%	-9%	?	-7%	?	29*	28*
> CCC(=O)N1CCCc2ccccc21
 : 2%	-6%	3%	2%	0%	-2	14
> O=C(NC1CCS(=O)(=O)C1)Oc1ccc(Cl)cc1 (stereo unspecified)
 : -1%	3%	57%[activator]	16%	/	-2	-16
> CCOC(=O)c1c(NC(=O)CCCN2CCOCC2)sc2c1CC(C)(C)OC2
 : 5%	0%	?	?	?	13	-28
> Cc1cc(C)cc(NC(=O)Cc2ccc(NC3=NC4CS(=O)(=O)CC4S3)cc2)c1 (stereo unspecified)
 : 0%	4%	31%[activator]	15%	1%	0	5
> CNc1nc(SC)nc(N2CCOCC2)n1
 : -5%	0%	?	?	-4%	-2	-7
> COc1ccc(/C(C)=N/NC(=O)c2ccccc2N)cc1
 : 4%	-5%	3.7µM*	15%	?	34*	78*
> COc1ccc(/C(O)=C2/C(=O)C(=O)N(c3ccccn3)C2c2ccc(C(C)C)cc2)cc1 (stereo unspecified)
 : 0%	9%	7%	3%	32%[activator]	10	8
> CC(C)C(=O)N(c1ccc(F)cc1)C1C=CS(=O)(=O)C1 (stereo unspecified)
 : 7%	-3%	43%[activator]	40%[activator]	13%	-6	-6
> COc1ccc(NC(=O)Cn2c(=O)n(CC3CCCO3)c(=O)c3cc(OC)c(OC)cc32)c(OC)c1 (stereo unspecified)
 : -8%	-2%	19%	0%	-4%	-1	-6
> Cc1cc(C(=O)Nc2cccnc2)no1
 : -3%	-3%	2%	-5%	-3%	0	11
> O=C(O)c1ccc(COc2ccccc2/C=C2\NC(=O)N(Cc3ccccc3)C2=O)cc1
 : -2%	1%	?	-3%	?	2	-9
> O=C(CCc1ccccc1)NNC(=O)Cc1ccccc1
 : 4%	1%	?	13%	8%	-4	16
> Cc1ccc2[nH]c(=O)c(CN(Cc3ccc4c(c3)OCO4)Cc3nnnn3C3CCCC3)cc2c1
 : 2%	2%	-1%	?	10µM*	-2	10
> CCS(=O)(=O)NCCCCc1ccccc1
 : -9%	3%	125%[activator]	23%	4%	0	-8
> COC(=O)Nc1nnc(-c2ccco2)s1
 : -8%	-7%	-11%	7%	1%	12*	29
> COc1cc(OC)c(C(=O)OCC(=O)NCC2CCCCC2)cc1OC
 : -6%	/	-10%	18%	-7%	/	/
> Cc1ccccc1-c1ccc(CN2CCN(C)C(CCO)C2)cc1 (stereo unspecified)
 : 6%	0%	?	?	?	11*	19*
> COc1cc(SC)ccc1C(=O)NCCOc1ccc(Cl)cc1
 : 1%	0%	0%	-18%	?	-3	-9
> Cn1c(-c2ccccc2O)cc2ccccc21
 : -14%	5%	5.2µM*	-9%	3.7µM*	6	33
> COc1cc(NC(=O)CSc2nc3c(c(=O)[nH]2)CCCC3)cc(OC)c1OC
 : -16%	-1%	?	14%	-24%	18	11
> C=Cc1ccc(Cn2c(C(=O)O)c(CNCc3ccccc3)c3ccc(C)cc32)cc1
 : -4%	/	/	/	/	9	-4
> CCOc1ccc(CCNC(=O)C2CCCN(c3nn4c(=O)cc(C)nc4s3)C2)cc1 (stereo unspecified)
 : 1%	-8%	?	2%	?	-4	-10
> CN1CCN(C(=O)NCC23CC4CC(CC(C4)C2)C3)CC1
 : -4%	0%	-11%	13%	9%	1	-4
> COc1ccc(C(=O)NCc2ccc(C(=O)NCC(OC)OC)cc2)cc1OC
 : -1%	-3%	?	16%	0%	-2	2
> CC(C)(C)C(=O)Nc1ccc(C(=O)NNC(=O)Cc2ccccc2)cc1
 : -4%	3%	2.9µM*	7%	21%	15*	12
> c1ccc(-n2nnnc2NCCCN2CCOCC2)cc1
 : -3%	2%	/	6%	-1%	6	-6
> CCCn1c(=O)c2ccccc2n2c(SCCNCCO)nnc12
 : -2%	2%	26%	-2%	11%	-3	-11
> CCOc1cc(C)c(C(C)C)cc1S(=O)(=O)n1ccc(C)n1
 : -10%	-16%	-7%	?	?	7	1
> Cc1ccc(Nc2ccc(N)cc2S(=O)(=O)O)cc1
 : 2%	4%	34%[activator]	1%	?	-3	-7
> O=C(O)CNC(=O)CCCn1nnc2ccccc2c1=O
 : 1%	3%	67%[activator]	8%	3%	-2	9
> O=C(Nc1ncnc2sc3c(c12)CCCCC3)c1ccco1
 : -1%	3%	?	18%	23%	5	32
> Cc1cc(C)c(NC(=O)CCCN2CCOCC2)c(C)c1
 : -5%	-5%	21%	0%	5%	-3	-13
> O=C(Cc1ccccc1)n1nc(-c2ccco2)nc1SCc1ccccc1
 : 1%	4%	28%	5%	/	28*	42
> COc1cc(C2C(C(=O)c3ccc(C)o3)=C(O)C(=O)N2c2cc(C)on2)cc(OC)c1OC (stereo unspecified)
 : 1%	2%	27%	10%	29%	4	1
> COc1ccc(NC2CC(=O)N(CCc3ccccc3)C2=O)cc1 (stereo unspecified)
 : 0%	2%	-29%	-1%	24%	-1	19
> CCN(CCn1cccn1)Cc1c(C(=O)N2C[C@@H](C)O[C@@H](C)C2)nc2ccc(Cl)cn12
 : 5%	-13%	-8%	9%	-9%	-2	-24
> CC1(C)C/C(=N\O)c2cc3c(nc2C1)CCCC3
 : 5%	-2%	-1%[5.75 µM]	-24%	-2%	-1	-19
> COc1ccc(NS(=O)(=O)CC23CCC(CC2=O)C3(C)C)cc1 (stereo unspecified)
 : -2%	-2%	-23%	22%	53%	6	1

Next part
Sequence of screens: TbPYK inhibitor	LmPK inhibitor	Pf growth 96h	HCV inh	Pf growth 48h	Cycloheximide cs	Shiga toxin inh
> CC(C)CNC(=O)COC(=O)Cc1ccc(Cl)cc1
 : -3%	2%	6%	6%	-5%	-2	-5
> CN(Cc1ccccc1)c1ncnc(N)c1[N+](=O)[O-]
 : 1%	3%	-22%	-1%	-5%	2	-9
> O=C1CC(O)(c2ccccc2)C(c2ccccc2)=C1c1ccccc1 (stereo unspecified)
 : 1%	/	12µM*	-12%	10µM*	-3	9
> COc1ccccc1CNC(=O)c1ccc2ccccc2n1
 : -3%	13%	?	?	?	20	23
> Cn1c(CC(=O)Nc2ccccc2F)nnc1SCC(=O)NC1=NCCS1
 : -5%	-6%	37%[activator]	15%	23%	-4	-7
> CCOC(=O)c1sc(NC(=O)c2ccc(Br)o2)cc1C
 : 2%	-14%	?	?	-3%	47*	124*
> COc1ccc2[nH]c(=O)c(CN(C(=O)c3ccccn3)C3CCCCC3)cc2c1
 : 5%	0%	?	-1%	-22%	16	16
> O=C(CN1C(=O)c2cccnc2Oc2ccc(Cl)cc21)N1CCCCCC1
 : -4%	4%	-13%	2%	?	4	25
> Cc1sc2ncnc(N3CCC(C(=O)Nc4ccc(Cl)c(Cl)c4)CC3)c2c1C
 : 5%	/	?	?	13µM*	/	/
> COc1ccc(-c2csc(NC(=O)CSc3nc4ccccc4c(=O)[nH]3)n2)cc1
 : 3%	-5%	13%	20%	23%	15	41
> CC(=NCc1ccc2c(c1)OCO2)c1c(O)n(-c2ccc(C)cc2)c(=O)[nH]c1=O
 : -5%	3%	-10%	21%	?	-3	21
> O=c1c2ccccc2nc(-c2ccoc2)n1-c1ccccc1Cl
 : -4%	17%	?	-9%	/	2	3
> O=C(Nc1ccc(O)c2c(=O)cc(-c3ccccc3Cl)oc12)c1cccs1
 : -7%	7%	?	-27%	-23%	-8&-2	-2&2
> Cc1cc(-c2ccccc2)cc(C)[n+]1Cc1ccccc1
 : -2%	/	0.37µM*	-14%	0.74µM*	/	/
> CSc1cccc(NC(=O)c2ccco2)c1
 : 0%	-1%	/	-4%	85%[activator]	30*	108*
> O=C(CCC1CCCCC1)N1CCN(Cc2ccc3c(c2)OCO3)CC1
 : 1%	0%	/	?	9%	-3	-4

Among those listed so far, these have a nitro group on carbon:
Sequence of screens: TbPYK inhibitor	LmPK inhibitor	Pf growth 96h	HCV inh	Pf growth 48h	Cycloheximide cs	Shiga toxin inh
> O=C(COc1ccccc1[N+](=O)[O-])Nc1ccc(NC(=O)c2cc3ccccc3o2)cc1
 : -2%	4%	9%	11µM*	?	8	16
> CCC(CO)NC1=C([N+](=O)[O-])C(=O)CC(C)(C)C1 (stereo unspecified)
 : -6%	-3%	-14%	11%	3%	-5	-11
> CN(Cc1ccccc1)c1ncnc(N)c1[N+](=O)[O-]
 : 1%	3%	-22%	-1%	-5%	2	-9

Bioassay records: PubChem, National Center for Advancing Translational Sciences (NCATS)
